JMJD2C inh: blocks human GASC-1 demethylase activity; actives 0.069% (n = 330,000); Q9H3R0; GST-JMJD2C(1-420) H3K9me3 demethylation, DELFIA europium; AID 2099; inhibition, % at 2.35 µM;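 active = more than half of a compound's replicate wells show inhibition beyond 50%, single wells judged on their own value; inconclusive = some, but no more than half, of replicates pass 50% inhibition; inactive = no replicate passes 50% inhibition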;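 also: signal counts dimethyl H3K9 product captured on neutravidin plate; 0% = median of DMSO wells and 100% = 0.3 times that DMSO median; strong numbers were not always called active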
proCasp3 act: activates human procaspase-3; P42574; recombinant procaspase-3 D3A, Ac-DEVD-pNA absorbance 405 nm; activation, % at 8.5 µM; actives 0.11% (n = 330,000);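 active = activation above the mean of all tested compounds plus 3 SD, cut at about 21% in these data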;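 also: 0% = DMSO alone and 100% = DMSO wells spiked with extra 5 µM PC-3 D3A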
Target sequence (P42574 whole entry D9A/D28A/D175A): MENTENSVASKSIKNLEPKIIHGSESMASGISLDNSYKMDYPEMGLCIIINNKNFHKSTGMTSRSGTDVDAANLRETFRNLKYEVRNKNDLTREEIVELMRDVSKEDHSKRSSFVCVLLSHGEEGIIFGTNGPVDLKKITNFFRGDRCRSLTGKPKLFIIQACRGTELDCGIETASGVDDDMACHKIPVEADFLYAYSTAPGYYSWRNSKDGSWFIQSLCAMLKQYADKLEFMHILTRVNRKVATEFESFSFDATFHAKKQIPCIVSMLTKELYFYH
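Test system: Procaspase-3 D3A mutant, all three cleavage aspartates alanine | Dosing: Single dose, 8.5 µM nominal compound, 0.8% DMSO | Schedule: 1 h preincubation, 2 h reaction | Technique: 405 nm absorbance of p-nitroaniline, reads at 0 and 120 min | Repeats: One well per compound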
Yeast superoxide: lowers age-related superoxide in aged yeast cells. S. cerevisiae aged cells, superoxide DHE fluorescence; active compounds read low. superoxide response (% of plate mean), % at 10 µM. actives 0.18% (n = 330,000);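 active = superoxide response under a set limit, about three screen SD below normal, cut at about 65% in these data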;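 also: yeast aged for seven days with compound at 30 °C before DHE staining; 100% = average MFI of all compound-treated wells on the plate with controls excluded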
RPL19A TOR yeast: alters RPL19A-GFP fluorescence in TOR pathway yeast screen; S. cerevisiae RPL19A-GFP strain, flow cytometry, 3 h; active compounds read low; percent response vs DMSO, % at 10 µM; actives 0.3% (n = 330,000); AID 2025;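 active = percent response vs DMSO below 50%; inconclusive = fewer than 70 events counted for the yeast strain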;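 also: median channel GFP fluorescence of the barcoded RPL19A-GFP strain; ratio of sample median GFP to plate DMSO average so 100% = DMSO; lower means less RPL19A-GFP as with rapamycin TOR inhibition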
proCasp7 act: activates human procaspase-7, counter-screen for procaspase-3 activators; P55210; recombinant procaspase-7, Ac-DEVD-pNA absorbance 405 nm; D23A/D198A/D206A triple mutant, cannot self-cleave; scale: DMSO 0, 5 µM enzyme 100; activation, % at 8.5 µM; actives 0.093% (n = 330,000); AID 463210;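 active = percent activation above the screen-wide mean plus 3 SD, cut at about 25% in these data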
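buffer or medium = Zinc-free HEPES/NaCl buffer, pH 7.4 | material = Procaspase-7 triple mutant (PC-7 D3A) | input = 2 µM procaspase-7 mutant as dispensed | signal = Epi-absorbance of released pNA at 405 nm, two timepoints | timing = 1 h preincubation, 2 h reaction | replicates = singlicate compound testing | evaluation = % activation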
LAP4 TOR yeast: modulators of TOR pathway LAP4-GFP in S. cerevisiae; S. cerevisiae LAP4-GFP multiplex, flow cytometry GFP, 3 h; median GFP as percent of DMSO wells; GFP response vs DMSO, % at 10 µM; actives 0.34% (n = 320,000); AID 2023;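 active = GFP response vs DMSO above a set limit, about the screen mean plus 3 SD, cut at about 150% in these data; inconclusive = under 70 cell events counted for the yeast strain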
MEP2-GFP yeast: yeast TOR pathway MEP2-GFP modulation; S. cerevisiae MEP2-GFP strain, flow cytometry GFP, 3 h; 100% = DMSO control level; GFP response vs DMSO, % at 10 µM; actives 0.51% (n = 330,000); AID 2016;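 active = GFP response versus DMSO above a set limit, roughly screen mean plus 3 SD, cut at about 180% in these data; inconclusive = fewer than 70 cells counted for a yeast strain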;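 also: median GFP fluorescence of the barcode-gated MEP2-GFP cells per well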
AHR act: human AHR activation; activation, % at 5 µM; AHR-responsive luciferase reporter cells, luminescence; AID 2796; actives 2.5% (n = 320,000); P35869; in the data active = activation above about 47%;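 also: 0% = vehicle wells and 100% = reference agonist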
Target sequence (P35869 whole entry, looked up): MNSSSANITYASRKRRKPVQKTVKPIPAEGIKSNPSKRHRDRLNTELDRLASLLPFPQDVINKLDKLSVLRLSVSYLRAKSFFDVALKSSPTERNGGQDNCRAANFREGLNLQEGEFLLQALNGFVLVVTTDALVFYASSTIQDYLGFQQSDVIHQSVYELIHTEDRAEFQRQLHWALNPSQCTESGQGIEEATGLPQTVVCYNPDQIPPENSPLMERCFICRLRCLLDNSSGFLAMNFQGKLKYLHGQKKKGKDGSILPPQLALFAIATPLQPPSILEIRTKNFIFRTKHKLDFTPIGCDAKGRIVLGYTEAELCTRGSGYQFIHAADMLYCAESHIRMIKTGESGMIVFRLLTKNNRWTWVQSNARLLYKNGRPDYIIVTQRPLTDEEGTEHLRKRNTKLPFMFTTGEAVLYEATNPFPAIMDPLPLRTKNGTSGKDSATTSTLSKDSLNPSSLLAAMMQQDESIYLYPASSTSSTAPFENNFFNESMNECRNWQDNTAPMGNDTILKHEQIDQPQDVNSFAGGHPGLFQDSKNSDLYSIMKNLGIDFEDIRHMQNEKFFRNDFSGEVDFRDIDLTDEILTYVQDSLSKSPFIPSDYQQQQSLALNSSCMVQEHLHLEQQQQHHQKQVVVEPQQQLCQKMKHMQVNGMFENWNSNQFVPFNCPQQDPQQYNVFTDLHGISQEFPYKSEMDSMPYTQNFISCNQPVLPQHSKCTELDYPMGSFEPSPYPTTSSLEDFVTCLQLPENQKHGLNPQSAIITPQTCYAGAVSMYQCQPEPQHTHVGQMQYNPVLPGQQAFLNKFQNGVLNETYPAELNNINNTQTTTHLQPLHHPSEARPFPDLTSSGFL
* = called active by the depositor; ? = inconclusive; . = not tested or not shown.

SMILES	JMJD2C inh	proCasp3 act	Yeast superoxide	RPL19A TOR yeast	proCasp7 act	LAP4 TOR yeast	MEP2-GFP yeast	AHR act
OC(c1cc(C(F)(F)F)nc2c(C(F)(F)F)cccc12)C1CCCCN1 (centres undefined)	.	6	99	91	5	87	95	1
O=C(CNC(=S)N(CCCN1CCOCC1)Cc1cccs1)NCCCN1CCOCC1	-23	-3	92	102	-3	101	105	1
CC(NC(=O)Cc1ccc(F)cc1)c1ccc(F)cc1 (centres undefined)	-1	-6	101	106	-5	97	111	-4
Cc1cc(C)c2cc(C(c3nnnn3CC3CCCO3)N3CCN4CCCC4C3)c(=O)[nH]c2c1 (centres undefined)	-1	10	82	97	1	111	96	5
Cc1cc(=O)oc2n[nH]c(-c3ccccc3)c12	-4	-1	104	97	-8	97	101	3
CCc1ccc(C2=NN(C(=O)CCC(=O)O)C(c3cccs3)C2)cc1 (centres undefined)	1	-3	108	105	-3	97	106	11
CC(=O)Nc1c(Cl)cnn(-c2ccccc2)c1=O	-4	8	98	97	5	104	97	0
CN(C(=O)COC(=O)C1=COCCO1)c1c(N)n(Cc2ccccc2)c(=O)[nH]c1=O	116	8	95	102	8	102	102	-1
CNC(=O)c1c(NC(=O)c2cc(-c3cc(C)c(C)cc3O)n[nH]2)sc2c1CCCC2	-4	5	106	100	5	107	104	5
COc1ccc(CCNC(=O)Cc2ccc(NC3=NC4CS(=O)(=O)CC4S3)cc2)c(OC)c1 (centres undefined)	13	3	109	111	5	111	105	-1
O=C(NC(C(=O)N/N=C/c1cccc2ccccc12)c1n[nH]c(=O)c2ccccc12)c1ccccc1 (centres undefined)	-2	2	97	99	4	108	101	11
O=C(c1cc(-c2ccc(O)cc2)on1)N1CCCCCC1	7	1	104	99	1	112	113	1
O=C(CCSCCC(=O)NCc1ccco1)NCc1ccco1	-3	-15	97	105	-16	105	101	0
CCOC(=O)c1cc2nc(-c3ccco3)cc(C(F)(F)F)n2n1	2	-1	102	89	1	93	89	0
CC(=O)c1cccc(NC(=O)N2CCCC(C(=O)c3cc(F)ccc3F)C2)c1 (centres undefined)	-10	3	93	98	5	97	96	-1
CC(=O)c1c(C)n([O-])c2ccc(C)cc2[n+]1=O	5	-6	77	93	0	96	97	60*
CCCCn1c(N)c(N(CC(C)C)C(=O)CC2OC(=O)c3ccccc32)c(=O)[nH]c1=O (centres undefined)	-3	1	112	97	-4	112	104	3
Cc1cc(C)cc(NC(=S)NCc2ccc3c(c2)OCO3)c1	-6	4	108	94	15	102	102	9
CCc1ccc(Oc2nc([N+](=O)[O-])nn2C)cc1	9	4	106	98	4	104	101	-4
Cc1cc(C(=O)Cn2c(CO)nc3ccccc32)c(C)n1C	1	1	93	97	-5	102	95	1
COC(=O)c1ccccc1-n1c(CCC(=O)O)ccc1-c1ccccc1	-14	-10	100	95	0	97	103	1
C=CCn1c(C(CCCC)CC(O)COCC(C)C)n[nH]c1=S (centres undefined)	-7	-5	91	100	-6	94	103	-1
COc1ccc(C2=[N+]([O-])C(C)(C)C(c3ccccc3)=N2)cc1	-12	-9	91	94	-6	114	97	-2
O=C(/C=C/c1ccc(Cl)cc1)NC(=S)Nc1ccc(NC(=O)c2ccco2)cc1	5	-1	115	92	1	98	95	-3
COCCn1c(-c2ccc(Br)cc2)nc2oc3cc(OC)ccc3c(=O)c2c1=O	1	7	92	107	-5	.	102	13
Cc1noc(C)c1COc1cccc(C(=O)Nc2ccc(C#N)cc2)c1	11	1	99	104	2	109	99	-2
CCCN1CC23C=CC(O2)C(C(=O)O)C3C1=O (centres undefined)	168	5	102	97	8	99	98	-2
CCOc1ccc(CCNC(=O)Cn2c(=O)oc3ccccc32)cc1OCC	3	4	90	88	0	89	95	2
Cc1cccc(CCNC(=O)C2CCN(S(=O)(=O)c3c(C)noc3C)CC2)c1	2	4	113	99	13	97	105	3
NS(=O)(=O)c1ccc(CCNC(=O)CN2C(=O)COc3ccc(S(=O)(=O)N4CCCC4)cc32)cc1	1	0	96	97	3	109	90	2

Part of the list above, with values under each structure.
Values run as follows: JMJD2C inh, proCasp3 act, Yeast superoxide, RPL19A TOR yeast, proCasp7 act, LAP4 TOR yeast, MEP2-GFP yeast, AHR act
- Cc1cc(C(=O)Cn2c(CO)nc3ccccc32)c(C)n1C
 : 1, 1, 93, 97, -5, 102, 95, 1
- CCCN1CC23C=CC(O2)C(C(=O)O)C3C1=O (centres undefined)
 : 168, 5, 102, 97, 8, 99, 98, -2
- Cc1noc(C)c1COc1cccc(C(=O)Nc2ccc(C#N)cc2)c1
 : 11, 1, 99, 104, 2, 109, 99, -2
- COCCn1c(-c2ccc(Br)cc2)nc2oc3cc(OC)ccc3c(=O)c2c1=O
 : 1, 7, 92, 107, -5, ., 102, 13
- O=C(CCSCCC(=O)NCc1ccco1)NCc1ccco1
 : -3, -15, 97, 105, -16, 105, 101, 0

Additional compounds follow:
SMILES	JMJD2C inh	proCasp3 act	Yeast superoxide	RPL19A TOR yeast	proCasp7 act	LAP4 TOR yeast	MEP2-GFP yeast	AHR act
N#Cc1ccccc1S(=O)(=O)N1CCN(C(=O)C2CCCCC2)CC1	4	1	93	102	0	108	103	0
CCOC(=O)N1CCN(C(=O)CSc2ccc(-c3ccc(OC)cc3)nn2)CC1	8	5	103	91	2	97	97	4
COc1cccc(CNc2cnc3ccccc3c2)c1O	12	1	83	95	-1	109	103	10
CC1(C)NC(C)(C)/C(=C\c2cccs2)C(=O)C1=O	-6	-6	158	105	-5	92	105	-1
COc1ccc(NC(=O)C(=O)N/N=C/c2cc(C)n(-c3cccc(Cl)c3Cl)c2C)c(OC)c1	1	3	99	114	5	76	95	1
CCCCOC(=O)C1=C(C)Nc2ncnn2C1c1ccc(OC)c(OC)c1 (centres undefined)	-2	6	89	104	11	80	105	0
CC(C)Cn1c(=O)c(C(=O)Nc2cnccn2)c(O)c2ccccc21	-13	4	86	89	6	90	91	14
CC1CCCN(CC(O)COCc2ccc3c(c2)OCO3)C1 (centres undefined)	-27	14	100	114	3	108	103	-1
CCOC(=O)c1ccc(NC(=O)c2nn(CC)cc2Br)cc1	66	0	86	93	4	102	100	0
C(=N\N1CCN(C2c3ccccc3-c3ccccc32)CC1)/c1ccccn1	-10	1	108	95	3	105	103	8
COc1cccc(COc2ccc3c(C)cc(=O)oc3c2)c1	1	8	102	105	4	107	110	4
COCCCn1c(=N)c(C(=O)NCC2CCCO2)cc2c(=O)n3ccccc3nc21 (centres undefined)	-3	-8	113	?	-10	?	?	3
CCCOc1ncnc2c1[nH]c1ccccc12	1	-4	86	87	1	114	91	80*
Cc1ccc(-c2nn(CC(=O)NCc3cc(-c4nn(C)c(=O)c5ccccc45)ccc3C)c(=O)c3ccccc23)cc1	3	9	101	96	-4	87	102	-1
CCOc1cc(/C=C2\C(=N)N3N=C(N4CCCCC4)SC3=NC2=O)ccc1OC(=O)c1ccco1	-2	-2	95	103	6	123	93	1
Clc1ccc(SCCCCn2ccnc2)cc1	9	4	104	93	2	96	98	11
CCOc1ccc(NC(=S)NCCCn2ccnc2)cc1	-2	-5	108	98	0	98	102	1
COCCN1CCn2c(nc3cc([N+](=O)[O-])ccc32)C1	-1	5	89	98	-2	105	103	1
COC(=O)CN(C(=S)Nc1ccccc1)C1CC(=O)N(c2ccc(OC)cc2)C1=O (centres undefined)	6	0	96	97	-4	99	100	11
Cc1occc1C(=O)NCCc1cccc(Cl)c1	7	3	101	94	3	101	99	12
O=c1ccc(-c2ccc([N+](=O)[O-])cc2)nn1-c1ccccc1	-1	11	97	107	2	103	108	4
Cc1ccc(Sc2c(C)[nH]n(C(C)(C)C)c2=O)cc1	-2	-3	103	99	7	95	100	-1
O=C(CC1=NCCNC(c2ccccc2)C1)c1ccccc1O (centres undefined)	4	-20	73	97	-53	98	100	2
CCOc1ccccc1N(C(=O)Nc1ccc(Cl)cc1)C1=NCCS1	1	1	95	106	2	91	102	-2
Cc1ccc2nc(NNC(=O)c3ccc4c(c3)OCCO4)sc2c1	-3	-11	121	105	-11	90	92	48*
O=C(NNC(=O)c1cc(-c2ccc(Cl)c(Cl)c2)nc2ccccc12)Nc1ccccc1	-6	5	74	89	7	92	91	2
Nc1nc2ccc([N+](=O)[O-])cc2[nH]1	-2	-11	119	97	6	95	108	4
CC(C)(C)c1cc(Br)c(O)c(N=Nc2ccc(S(=O)(=O)N3CCOCC3)cc2)c1	2	-2	96	99	5	115	94	3
O=C1c2ccncc2C(=O)N1Cc1cccc(Cl)c1	1	-5	117	101	0	104	101	1
Cc1onc(-c2ccccc2Cl)c1C(=O)N1CCN(C(=O)c2ccco2)CC1	-24	0	106	97	-5	97	99	-2
CC(C)(C)Cc1nnc(NC(=O)CCC2CCCCC2)s1	-1	-3	102	96	0	96	104	0
CCOC(=O)Cc1csc(NC(=O)c2ccc(S(=O)(=O)N3CCOCC3)cc2)n1	13	4	110	100	5	98	99	2
COc1ccc(C2SCC(C(=O)O)N2C(C)=O)cc1OC (centres undefined)	1	1	108	103	11	114	106	0
Cc1ccc(OCC(=O)n2nc(C)cc2C)c(C)c1	-27	11	92	92	2	99	100	-1
COc1ccc(S(=O)(=O)N2CCC(C(=O)N[C@@H](C)C(=O)NCc3ccc(F)cc3)CC2)cc1	15	11	101	104	-5	99	107	-1
CCOc1ccc(-c2cc(C(=O)NCCCN3CCOCC3)c3ccccc3n2)cc1	-32	-5	91	102	7	105	101	13
Cc1cccc(NC(=O)c2ccc(COc3ccccc3[N+](=O)[O-])o2)n1	-6	5	93	101	2	107	116	25
Cc1cc(Br)ccc1NC(=O)CN(C)C(=O)c1cc(S(=O)(=O)N(C)C)ccc1N1CCCC1	4	7	99	108	-3	108	107	14
CC(=O)Nc1ccc(S(=O)(=O)NC(C)c2nc(-c3ccccc3)no2)cc1 (centres undefined)	23	1	81	102	3	91	98	-1
O=C(NCc1ccccn1)c1cnc2sccn2c1=O	-1	-1	95	96	-7	99	96	8
c1ccc2sc(SCc3ccc(-c4nnco4)cc3)nc2c1	-2	4	93	92	5	115	91	32
C=CCc1cccc2cc(C(=O)OCC(=O)c3ccccc3)c(=O)oc12	2	6	119	102	8	100	104	0
Cc1ccc(CNC(=O)c2ccc(NS(=O)(=O)c3c(C)noc3C)cc2)cc1	4	4	100	92	-4	91	92	0
C=CCn1c(SCC(=O)NCCCO)nc2sc3c(c2c1=O)CCC3	25	10	106	102	-9	95	104	-1
CC(=O)Nc1ccc(NC(=O)Nc2cc(C)cc(C)c2)cc1	-6	1	95	105	5	112	111	3
O=C(Nc1ccccc1C(=O)NCC1CCCO1)c1ccccc1 (centres undefined)	-12	7	109	104	5	98	95	13
COC(=O)C1=CN(Cc2ccc(C)cc2)C=C(C(=O)OC)C1c1cc(OC)c(OC)c(OC)c1	0	6	97	97	4	92	99	6
COc1ccc(S(=O)(=O)n2nc(OCc3cccs3)cc2N)cc1	8	3	100	104	-8	123	94	1
O=C(NCc1ccc2c(c1)OCO2)c1ccc(CS(=O)(=O)Cc2cccc(Cl)c2)o1	-3	7	116	102	4	98	103	39

No enrichment for hits. About 3.8% of those tested had a hit in this group.
